# Assay outcomes as filed in PubChem BioAssay.
# Calpain2 inh: inhibitors of pig calpain II; purified calpain II, fluorogenic peptide substrate, 30 min; inhibition, % at 16 µM; actives 0.37% (n = 220,000);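 active = inhibition above about 50%, limit read from the data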
# PPC-1+TRAIL kill: compounds killing PPC-1 cancer cells with TRAIL present (potentiator screen, no TRAIL-free arm). PPC-1 cells + TRAIL, ATPLite viability luminescence. cell killing (% activity), % at 4 µM. actives 0.41% (n = 220,000). AID 1443;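 active = cell killing above 50% in the first pass at 4 µM, then a duplicate retest at 5 µM averaging 50% or more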;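 note: plate controls were cells with TRAIL plus DMSO for no effect and medium-only wells lacking cells for full effect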
# Tb hexokinase: blocks Trypanosoma brucei hexokinase 1 activity. recombinant TbHK1, G6PDH-coupled NADH A340. actives 0.11% (n = 220,000). inhibition, % at 10 µM. AID 1430;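 active = inhibition of 50% or more in the single-dose primary screen; inactive = inhibition below 50%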
# Thrombin inh: blocks human thrombin protease activity | inhibition, % at 5 µM | actives 0.26% (n = 220,000) | alpha-thrombin, Boc-VPR-AMC fluorogenic substrate cleavage | P00734;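 active = inhibition at or above 40%; inactive = inhibition below 40%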;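 note: 0% = enzyme with no compound and 100% = wells without enzyme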
#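 System – human alpha-thrombin protein · Reagent – Boc-VPR-AMC substrate, 15 µM final · Compound – 5 µM single dose in 0.2% DMSO · Schedule – reaction at room temperature · Technique – AMC fluorescence at 355 nm excitation and 460 nm emission · Read-out basis – % inhibition relative to enzyme controls and enzyme-free blanks · Control set – no-compound enzyme wells and no-enzyme blanks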
# Cl transport mod: modulates chloride dependent transport by human KCC2. Q9H2X9. KCC2 cells, thallium flux FluoZin-2 fluorescence. B-score of Tl+ flux slope (higher = more flux/activation; lower = inhibition) at 10 µM. actives 2.2% (n = 190,000);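 active = thallium flux slope and its plate-corrected score both differing from the plate sample mean at a set confidence after two filtering rounds, in either direction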;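 note: slope of fluorescence scaled to starting intensity during 10 to 20 s after thallium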
# TRPN1 ag: zebrafish TRPN1 (NompC) channel agonism. actives 0.18% (n = 220,000). HEK293 zebrafish TRPN1-YFP, Fluo-8 calcium fluorescence; 100% = response to 87 µM carbachol. activation, % at 3 µM;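 active = activation above its plate's cutoff, the mean activation of test wells on that plate plus 3 SD, cut at about 19% in these data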;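 note: 0% = DMSO alone and 100% = 87 µM carbachol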
#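 Material – zebrafish TRPN1-YFP in HEK293 cells · Doses – 3 µM single point · Schedule – dye 1 h 37 °C plus 30 min RT · Signal – Fluo-8 calcium fluorescence, excitation 470-495 nm, emission 515-575 nm · Read-out – % activation versus carbachol response · Control set – carbachol high, DMSO low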
# TRPML3 agonist: activates the human TRPML3 channel; Q8TDD5; HEK293 TRPML3-YFP, Fluo-8 calcium fluorescence; 100% = the carbachol control signal; activation, % at 3 µM; actives 0.29% (n = 220,000);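 active = activation above its plate's cutoff, the mean activation of the plate's test wells plus 3 SD, cut at about 12% in these data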;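 note: 0% = DMSO only wells and 100% = carbachol wells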
#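 system = HEK293 cells stably carrying human TRPML3-YFP | doses = one concentration, 3 µM nominal, 0.3% DMSO | timing = dye loading 1 h 37 °C then 30 min ambient, 125 s read | detection = Fluo-8 calcium dye fluorescence, ex 470-495, em 515-575 nm | benchmarks = high control carbachol 87 µM, low control DMSO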
# Furin inh: inhibitors of human furin. purified furin, fluorogenic substrate cleavage. actives 0.061% (n = 220,000). inhibition, % at 30 µM. AID 463115; in the data active = inhibition above about 25%; note: inactives centre near -15
# Target sequence (P09958 108-714 limits assumed): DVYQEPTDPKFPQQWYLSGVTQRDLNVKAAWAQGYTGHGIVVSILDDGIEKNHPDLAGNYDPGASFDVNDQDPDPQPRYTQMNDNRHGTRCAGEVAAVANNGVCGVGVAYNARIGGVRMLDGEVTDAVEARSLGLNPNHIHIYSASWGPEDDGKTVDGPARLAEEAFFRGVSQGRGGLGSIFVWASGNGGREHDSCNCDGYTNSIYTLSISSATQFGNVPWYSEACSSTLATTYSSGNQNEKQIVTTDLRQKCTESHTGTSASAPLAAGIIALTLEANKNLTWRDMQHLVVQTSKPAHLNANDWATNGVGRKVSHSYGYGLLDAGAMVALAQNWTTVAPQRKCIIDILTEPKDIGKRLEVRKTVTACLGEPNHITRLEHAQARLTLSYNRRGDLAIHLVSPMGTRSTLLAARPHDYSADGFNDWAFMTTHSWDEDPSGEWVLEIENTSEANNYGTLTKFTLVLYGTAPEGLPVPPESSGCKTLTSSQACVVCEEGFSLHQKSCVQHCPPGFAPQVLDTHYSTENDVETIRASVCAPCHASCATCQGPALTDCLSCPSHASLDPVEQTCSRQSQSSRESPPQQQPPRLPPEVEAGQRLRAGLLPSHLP
# EBV gp42 inh: inhibitors of Epstein-Barr virus glycoprotein 42 | Fluorescence polarization binding assay, mP read-out | actives 0.42% (n = 220,000) | inhibition, % (tested at 21.74 µM); in the data active = inhibition above about 50%
# Target sequence (Q1HVG2 whole entry, looked up): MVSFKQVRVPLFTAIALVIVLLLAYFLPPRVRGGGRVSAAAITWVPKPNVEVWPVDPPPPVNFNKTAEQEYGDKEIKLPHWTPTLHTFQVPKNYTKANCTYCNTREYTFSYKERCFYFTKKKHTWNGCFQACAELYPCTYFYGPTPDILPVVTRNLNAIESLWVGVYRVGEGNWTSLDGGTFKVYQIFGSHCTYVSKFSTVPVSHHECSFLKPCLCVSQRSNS
# The depositor's hits bear a star; i = inactive; x = not tested or not shown; [ ] = dose if it differs, or a comment.
mol	Calpain2 inh	PPC-1+TRAIL kill	Tb hexokinase	Thrombin inh	Cl transport mod	TRPN1 ag	TRPML3 agonist	Furin inh	EBV gp42 inh
NC(=O)[C@@H]1CCOc2c(F)cc([N+](=O)[O-])cc2C(=O)N[C@@H](CO)C(=O)NCC(=O)N1	16	17	-9	5	1.2	1.2	0.5	-15	2
O=C(Nc1ccc2c(c1)OCCO2)c1cnc2ccccn2c1=O	x	x	-27	x	-0.53	-0.8	0.3	-8[20 µM]	x
CC(C)(C)NC(=O)Cn1cnc([N+](=O)[O-])n1	-16	-2	1	-11	0.96	1.6	0.0	-7	-8
O=C(NCc1cccs1)c1cc(-c2ccc(O)cc2)on1	18	16	-9	2	0.52	4.1	0.6	-12	-18
O=C(NNC(=S)NC1CC2CCC1C2)c1ccc(Cl)cc1 (stereo not drawn)	-9	-20	-4	1	2.3	-1.2	0.6	-5	-10
CC(C)CCNC(=O)CC1C(=O)N(Cc2ccccc2)C(C)c2nc3ccccc3n21 (stereo not drawn)	-32	-5	4	6	0.44	0.8	-0.2	-4[20 µM]	-14
O=C(C1COc2ccccc2O1)N1CCN(c2ccccc2F)CC1 (stereo not drawn)	-4	24	0	-1	x	0.8	-0.5	-5	12
O=C(CN1CCSCC1)N/N=C/c1ccc(F)cc1	-4	2	-8	0	0.071	1.9	1.3	-10[20 µM]	-9
CC(C)n1cnc2c(Nc3cccc(Cl)c3)nc(NCCCO)nc21	-12	28	-15	-5	-1.2	x	x	-24	-8
CC/C=C/C(=O)N1CC2(CC(c3cccc(NC(=O)CC)c3)=NO2)C[C@H]1C(N)=O (stereo partly drawn)	-16	28	-12	-3	1.7	x	x	-20	-7
Cc1ccc(-c2nc(CS(=O)(=O)CC(=O)N3CCCCCC3)c(C)o2)cc1	14	25	-6	-2	0.015	1.6	0.7	-21	-16
COC(=O)c1ccccc1NC(=O)CN(c1ccc(OC)cc1)S(C)(=O)=O	21	21	-2	-3	-1.5	-0.6	-0.3	-10[20 µM]	-1
CC(=O)c1ccc(N2CCN(C(=O)c3cc(-c4ccc5c(c4)OCO5)nc4ccccc34)CC2)cc1	-147	12	-38	0	0.84	0.9	0.0	10[20 µM]	-4
CCCSc1nc(=O)n2cccc(C)c2n1	-18	9	-32	-3	x	1.1	-0.2	-15[20 µM]	0
COc1ccc([C@H]2C=C3CN(C(=O)OC(C)(C)C)S(=O)(=O)[C@H]3C[C@H]2OC(=O)c2cccs2)cc1	-9	-8	-10	1	-1.4	x	x	6	-13
O=C(CCN1CCCCCC1)Nc1cccc(F)c1	3	-2	0	-4	x	0.0	1.2	-23[20 µM]	-2
CCOc1ncccc1C(=O)NCc1ccc(C)cc1	3	16	-2	-7	0.26	0.7	0.0	-10	-12
CCCCc1cc(=O)oc2c(CN(C)C)c(O)c(Cl)cc12	i	20	-35	-41	x	-0.1	0.7	-286	-16
CC1(C)CC(=O)C=C(NNC(=O)c2ccccc2O)C1	-2	79*[5 µM]	-28	3	-0.64	1.9	2.4	-33[20 µM]	-17
CCN1C/C(=C/c2sccc2C)c2nc3ccccc3c(C(=O)O)c2C1	-8	5	-24	3	0.019	-0.6	-0.3	-4	-5
O=C1c2ccccc2C(=O)N1CCn1c(=O)oc2ccccc21	-8	30	-1	-8	x	1.5	0.4	-12[20 µM]	-7
O=C(CSc1ncn[nH]1)OCN1C(=O)c2ccccc2C1=O	26	11	34	6	0.28	1.4	0.6	-8	-9
COc1ccc(/C=C2/C(=O)ON=C2c2ccccc2)cc1OC	-13	16	-5	-1	1.4	0.0	0.1	-29	-16
Cc1cc(C)c(C(=O)Cn2cnc3cc([N+](=O)[O-])ccc3c2=O)cc1C	-24	-6	-4	-3	-0.2	0.7	-0.2	-14	-31
CC(CCc1ccccc1)NC(=O)CN1CCN(c2ccccc2)CC1 (stereo not drawn)	-3	13	0	-4	-0.28	0.3	0.3	-26	-15
COC(=O)C(Cc1ccccc1)NS(=O)(=O)c1ccccc1Br (stereo not drawn)	1	-1	-5	-3	1.4	x	x	-30	-30
O=C(CN1CCN(c2ccccn2)CC1)Nc1ccc(F)cc1	-4	15	-11	-9	0.48	-0.8	0.4	-19[20 µM]	-14
CCn1c(Cc2ccccc2)nnc1SCC(=O)NC1CCCC1	-25	11	1	2	0.97	-0.7	1.0	-4	-3
Cc1cc(NS(=O)(=O)c2ccccc2)cc(Cl)c1O	-41	2	3	-19	-0.13	-2.8	-1.3	-11	-7
COc1cccc(CC2(CO)CCN(C(=O)NCCc3ccccc3)CC2)c1	20	-1	0	17	-0.59	1.2	1.0	-8	2

# Record cards, as listed above.
# CCN1C/C(=C/c2sccc2C)c2nc3ccccc3c(C(=O)O)c2C1 reads Calpain2 inh: -8; PPC-1+TRAIL kill: 5; Tb hexokinase: -24; Thrombin inh: 3; Cl transport mod: 0.019; TRPN1 ag: -0.6; TRPML3 agonist: -0.3; Furin inh: -4; EBV gp42 inh: -5
# CCn1c(Cc2ccccc2)nnc1SCC(=O)NC1CCCC1 reads Calpain2 inh: -25; PPC-1+TRAIL kill: 11; Tb hexokinase: 1; Thrombin inh: 2; Cl transport mod: 0.97; TRPN1 ag: -0.7; TRPML3 agonist: 1.0; Furin inh: -4; EBV gp42 inh: -3

# Further records
mol	Calpain2 inh	PPC-1+TRAIL kill	Tb hexokinase	Thrombin inh	Cl transport mod	TRPN1 ag	TRPML3 agonist	Furin inh	EBV gp42 inh
O=C(NCc1ccco1)c1cc(C(=O)C2CC2)c[nH]1	11	12	0	5	0.63	1.7	0.2	-14[20 µM]	-8
Cn1c(SCC(=O)Nc2nc3ccccc3s2)nnc1-c1ccccc1	10	-5	-4	3	x	0.1	1.1	-13[20 µM]	-10
O=C(NCC(=O)N(CCc1ccccc1)C(C(=O)NC1CCCC1)c1cccnc1)c1ccco1 (stereo not drawn)	36	6	-2	4	-0.065	2.2	0.3	-24[20 µM]	1
Cc1c(NC(=O)c2cc3ccccc3c(=O)s2)c(=O)n(-c2ccccc2)n1C	-5	-9	-23	-1	-0.89	0.9	1.3	-17	-14
COc1ccc2cc(CN(CCCN3CCOCC3)Cc3nnnn3C3CCCCC3)c(=O)[nH]c2c1	-22	35	-28	7	1.4	0.3	-0.1	-3	-18
CC1=C(C(=O)Nc2ccccc2C(F)(F)F)C(c2ccc(C)s2)NC(=S)N1 (stereo not drawn)	-15	12	-4	-8	1.5	-0.3	0.2	-14	0
C=C(C)CSc1cc(C)nc2c(-c3ccccc3)c(C)nn12	28	6	-11	7	-0.74	-0.9	-0.9	-5	0
CCOC(=O)C1=C2SCC(=O)N2C(N)=C(C#N)C1	23	-7	-14	-1	-1.3	1.0	0.6	-2[20 µM]	0
O=C1NCC(COCc2ccccc2)O1 (stereo not drawn)	-4	21	-2	-3	0.95	-0.2	0.7	-13	-18
CCN(CC)S(=O)(=O)c1ccc2oc(SCC(=O)NCc3ccccc3)nc2c1	-17	-11	3	-2	x	-0.9	-0.2	-16[20 µM]	-10
CCCc1cc(-c2n[nH]c(=S)n2Cc2ccccc2)cs1	68*	13	-5	3	4.5*	-0.8	0.1	-5[20 µM]	1
Cc1ccc(C(C(=O)NC2CCCC2)N(Cc2cccnc2)C(=O)c2snc(C(N)=O)c2N)o1 (stereo not drawn)	-81	7	-15	-4	0.75	-0.5	0.6	-17	2
COC(=O)c1c(N2C(=O)[C@H]3[C@@H](C2=O)[C@]2(C(=O)Nc4c(C)cccc42)N2CCC[C@@H]32)sc(C)c1C	-75	36	-12	-2	0.24	2.1	1.5	-23	-2
COC(=O)c1c(NC(=O)CN2CCN(c3cccc(Cl)c3)CC2)sc(C)c1C	5	6	4	2	0.73	0.5	1.4	-21	-19
O=C1N=C2SCCN2/C1=C\c1ccc(Cl)cc1	-9	25	-40	2	-0.5	-0.9	0.6	-11[20 µM]	-5
COc1cccc(C(=O)NNc2nc(C)cc(C)n2)c1	-4	1	1	2	0.68	-0.2	0.6	-10	-11
CC(C)C(=O)NNC(=O)CC(=O)Nc1ccccc1C(=O)O	-15	4	-5	-2	-0.42	0.6	0.9	-26	-12
CCOC(=O)N1CCN(C(=O)CCN2C(=O)COc3ccccc32)CC1	2	15	22	12	x	0.1	0.6	-19	-4
c1ccc2c(c1)nc1n2CC2CON(C3CCCCC3)C12 (stereo not drawn)	-21	2	-9	-2	-0.25	x	x	-18	-14
CCOC(=O)C1(CCCc2ccccc2)CCN(C2CCN(C(C)=O)CC2)CC1	9	-13	-5	5	0.26	1.6	1.2	-37	-8
Cc1ccc(S(=O)(=O)c2c(C)cc(C)nc2N2CCOCC2)cc1	14	0	0	-6	-2	-0.4	-0.2	-14	-11
Cc1ccc(C(=O)c2cc([N+](=O)[O-])ccc2N2CCOCC2)cc1	26	-1	24	2	-0.97	-0.3	0.5	9	3
COC(=O)c1cccc(C#CC(NP(=O)(c2ccccc2)c2ccccc2)c2ccccc2)c1 (stereo not drawn)	6	14	-5	0	-1.3	x	x	-15	-19
Cc1cc(C)c(C)c(OCCCN(C)C)c1	39	24	0	2	-0.0013	0.6	-0.2	-27	-21
CC(C)C/C=C1\CCc2c([nH]c3ccccc23)C1=O	-54	15	-14	0	-0.71	-0.4	0.7	-18	2
Cc1cc(C)c(C#N)c(SCCN2CCOCC2)n1	-2	-18	-11	-2	0.13	0.1	0.9	-24	-14
O=C(c1ccc2c(c1)OCO2)N1CCN(c2ccc(F)cc2)CC1	-21	-9	-1	3	0.12	-0.5	0.0	-23	-18
O=C(CSc1nnc(CCCOc2ccc(Cl)cc2Cl)o1)Nc1ccc(C(=O)O)cc1	0	22	6	-4	0.086	0.1	0.3	-22	6
Cc1nn(Cc2ccccc2)c(C)c1NC(=O)CCCn1nc([N+](=O)[O-])cc1C	-19	-18	-3	-3	0.26	0.2	-0.1	-16	-8
CCOc1cnc(C(=O)NNC(=O)C(Br)C(C)C)o1 (stereo not drawn)	5	0	-18	0	-0.7	0.0	0.8	-33	-1

# Structures from the list above that have bromine (two):
mol	Calpain2 inh	PPC-1+TRAIL kill	Tb hexokinase	Thrombin inh	Cl transport mod	TRPN1 ag	TRPML3 agonist	Furin inh	EBV gp42 inh
COC(=O)C(Cc1ccccc1)NS(=O)(=O)c1ccccc1Br (stereo not drawn)	1	-1	-5	-3	1.4	x	x	-30	-30
CCOc1cnc(C(=O)NNC(=O)C(Br)C(C)C)o1 (stereo not drawn)	5	0	-18	0	-0.7	0.0	0.8	-33	-1

# Remaining list, next part:
mol	Calpain2 inh	PPC-1+TRAIL kill	Tb hexokinase	Thrombin inh	Cl transport mod	TRPN1 ag	TRPML3 agonist	Furin inh	EBV gp42 inh
CCn1c(CCCOc2ccc(Cl)cc2Cl)n[nH]c1=S	-14	0	-5	-9	-3.2	1.4	-0.5	-17	-11
O=C(CN(c1ccccc1F)S(=O)(=O)c1ccccc1)N1CCCCCC1	13	22	-5	8	x	-0.9	1.2	-16[20 µM]	-6
CC(C)(C)C(=O)c1no[n+]([O-])c1/C(=N/O)C(C)(C)C	-5	14	2	-5	-0.15	-1.9	0.2	-11	0
COc1ccc(/C=N/NC(=O)C2C3CCCCC32)cc1OC (stereo not drawn)	6	6	-15	-10	-0.32	-0.9	-0.3	-20	-8
Cc1cccc(/C(N)=N/OC(=O)Cc2cccs2)c1	16	3	1	13	0.31	-0.2	-0.2	-6	7
Cn1c(=O)oc2cc(NC(=O)CCl)ccc21	-26	-8	-7	-4	0.67	1.7	1.1	-23	-7
